Neddyl block – cullin neddylation inhibition | AID 651699 | calls only at 25 µM | P61081+Q13564 | hit rate 0.58% among 360,000 | TR-FRET cullin neddylation, biochemical; in the data active = inhibition above about 36%
Rin1 Abl inh – inhibitors of human Rin1-Abl protein interaction. P00519+Q13671. TR-FRET Rin1/Abl binding, biochemical. inhibition, % at 7.35 µM. hit rate 0.4% among 360,000; in the data active = inhibition above about 5%, passing the limit was not always enough
Target sequence (P00519 whole entry, looked up): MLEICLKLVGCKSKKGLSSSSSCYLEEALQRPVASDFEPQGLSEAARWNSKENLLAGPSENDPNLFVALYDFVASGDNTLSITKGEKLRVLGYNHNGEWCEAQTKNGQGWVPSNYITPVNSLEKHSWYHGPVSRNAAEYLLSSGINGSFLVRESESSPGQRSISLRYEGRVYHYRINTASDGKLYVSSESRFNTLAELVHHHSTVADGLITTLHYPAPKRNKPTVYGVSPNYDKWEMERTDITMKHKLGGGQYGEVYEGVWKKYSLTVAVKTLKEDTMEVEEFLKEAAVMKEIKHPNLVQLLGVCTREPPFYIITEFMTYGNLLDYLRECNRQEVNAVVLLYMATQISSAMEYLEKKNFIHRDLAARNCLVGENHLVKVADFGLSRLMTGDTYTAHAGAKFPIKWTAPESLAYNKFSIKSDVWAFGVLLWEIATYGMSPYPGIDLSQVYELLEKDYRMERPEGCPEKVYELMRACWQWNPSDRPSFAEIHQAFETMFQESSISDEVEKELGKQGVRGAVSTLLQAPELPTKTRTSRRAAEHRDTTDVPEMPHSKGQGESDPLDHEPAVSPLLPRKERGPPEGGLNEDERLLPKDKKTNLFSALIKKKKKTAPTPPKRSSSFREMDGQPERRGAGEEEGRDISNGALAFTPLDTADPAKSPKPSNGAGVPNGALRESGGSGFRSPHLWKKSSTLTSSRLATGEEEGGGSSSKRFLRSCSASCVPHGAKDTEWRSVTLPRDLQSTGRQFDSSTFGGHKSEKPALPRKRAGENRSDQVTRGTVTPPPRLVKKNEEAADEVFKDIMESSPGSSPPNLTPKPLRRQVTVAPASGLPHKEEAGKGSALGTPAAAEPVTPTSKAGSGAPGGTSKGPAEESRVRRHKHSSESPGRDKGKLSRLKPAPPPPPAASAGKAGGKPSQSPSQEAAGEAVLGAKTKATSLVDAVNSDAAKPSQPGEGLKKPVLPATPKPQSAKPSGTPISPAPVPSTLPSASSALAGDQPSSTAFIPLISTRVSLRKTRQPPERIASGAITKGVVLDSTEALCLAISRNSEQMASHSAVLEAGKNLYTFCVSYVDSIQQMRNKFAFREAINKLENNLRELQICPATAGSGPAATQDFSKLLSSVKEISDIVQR
Target sequence (Q13671 whole entry, looked up): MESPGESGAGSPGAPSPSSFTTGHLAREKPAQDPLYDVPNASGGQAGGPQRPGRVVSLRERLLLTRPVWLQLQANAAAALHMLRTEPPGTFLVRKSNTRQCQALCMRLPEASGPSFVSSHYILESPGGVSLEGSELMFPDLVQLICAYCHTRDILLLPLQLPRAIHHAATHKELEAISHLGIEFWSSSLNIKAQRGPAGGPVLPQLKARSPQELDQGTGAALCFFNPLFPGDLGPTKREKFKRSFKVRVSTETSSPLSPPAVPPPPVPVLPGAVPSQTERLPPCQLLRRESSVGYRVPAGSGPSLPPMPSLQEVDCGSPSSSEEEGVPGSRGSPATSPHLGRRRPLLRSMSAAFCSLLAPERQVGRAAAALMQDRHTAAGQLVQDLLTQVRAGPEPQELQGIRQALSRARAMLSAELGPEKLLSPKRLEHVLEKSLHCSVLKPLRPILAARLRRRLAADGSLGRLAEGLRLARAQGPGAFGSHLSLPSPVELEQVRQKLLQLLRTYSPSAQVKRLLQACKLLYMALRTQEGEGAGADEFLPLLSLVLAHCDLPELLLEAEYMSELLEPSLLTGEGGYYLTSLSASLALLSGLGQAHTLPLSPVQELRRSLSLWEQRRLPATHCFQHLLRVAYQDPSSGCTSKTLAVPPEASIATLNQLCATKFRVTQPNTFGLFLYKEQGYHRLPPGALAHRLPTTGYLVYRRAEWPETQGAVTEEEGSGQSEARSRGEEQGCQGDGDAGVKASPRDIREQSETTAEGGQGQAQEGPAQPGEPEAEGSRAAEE
SKN-1 block – blocks SKN-1 activity in C. elegans | AID 624304 | inhibition, % at 21.8 µM | hit rate 0.49% among 360,000 | C. elegans VP596 Pgst-4::GFP/RFP ratio, acrylamide-induced, 24 h;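 active = interference check ratio from 0.5 to 1.5 plus GFP to RFP signal ratio inhibition reaching or exceeding a fixed threshold, cut at about 30% in these data, passing the limit was not always enough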; also: some compounds called inactive have numbers as strong as hits
MT1-MMP act inh – blocks activation of human MT1-MMP; P50281; HT1080 RFP-PRO-GFP cells, GFP/RFP ratio fluorescence, overnight; percent of plate control window, DMSO zero; GFP/RFP ratio change, % at 20 µM; hit rate 0.061% among 360,000; AID 651647;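 active = GFP/RFP ratio change of at least 30% with cell ATP level not reduced by more than half and red fluorescence within 50% of control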; also: strong numbers were not always called active
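Compound: 20 µM single dose, 1% DMSO / System: HT1080 RFP-PRO-GFP cells / Controls: DMSO and RFP-L50D-GFP cell wells / Read-out basis: GFP/RFP fluorescence ratio / Schedule: overnight compound exposure at 37 °C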
NRP1-CendR mod – NRP-1/CendR interaction modulation; AID 602438; FAM-RPARPAR peptide binding to NRP-1, fluorescence polarization; hit rate 0.85% among 360,000; inhibition, % at 25 µM;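 active = inhibition or corrected inhibition above about 18%, plus a signal ratio from 0.5 to 1.5, limit read from the data, passing the limit was not always enough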; also: strong numbers were not always called active
FAS-TE inh – inhibitors of human fatty acid synthase thioesterase domain. P49327. AID 602261. hit rate 0.67% among 360,000. inhibition, % at 15 µM. recombinant FAS-TE, OMFH fluorogenic substrate, fluorescence endpoint;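 active = compounds whose normalised, plate-corrected inhibition of enzyme fluorescence in the single-dose primary screen is 50% or more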;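 also: 0% = DMSO with enzyme and 100% = substrate without enzyme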
bovine MsrA act – bovine methionine sulfoxide reductase A activation; purified bovine MsrA, absorbance read-out; activation, % at 10.6 µM; hit rate 0.3% among 360,000; in the data active = activation above about 7.5%;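 also: 0% = vehicle and 100% = reference activator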
MsrA inhibitor – inhibitors of bovine MsrA | hit rate 0.75% among 360,000 | AID 651718 | purified bovine MsrA, absorbance read-out | inhibition, % at 15.5 µM; in the data active = inhibition above about 4.5%;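 also: 0% = vehicle wells with enzyme and 100% = reference inhibitor wells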
eLon inh – E. coli protease La inhibition; hit rate 0.42% among 360,000; inhibition, % at 7.94 µM; AID 602123; P0A9M0; purified E. coli Lon protease, fluorescence polarization; in the data active = inhibition above about 13%, passing the limit was not always enough;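 also: 0% = enzyme with probe and DMSO and 100% = no enzyme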
* marks the source's active call; other numbers are inactive results; i = inactive; . = no result given.

Second line of a record: MsrA inhibitor, bovine MsrA act, FAS-TE inh, MT1-MMP act inh, SKN-1 block, Rin1 Abl inh, NRP1-CendR mod, eLon inh, Neddyl block
1. O=C(c1ccccc1)N1CCN(CC(O)COCC2CC=CCC2)CC1 (configuration not stated)
→ -0.6, -1, -3, 0, -11, 0, 7, -1, i
2. COc1ccc(C(=O)CSc2nnc(-c3cc(C)cc(C)c3)o2)cc1
→ -0.5, -2, -4, -5, 7, 1, 15, -1, i
3. COc1ccc(N2CC(C(=O)N/N=C/c3c[nH]c4ccccc34)CC2=O)cc1 (configuration not stated)
→ 2.2, -5, 1, 10, 10, 7, -9, 1, i
4. O=C(O)c1ccc(CNC(=O)C23CC4CC(CC(C4)C2)C3)cc1
→ 1.0, 0, -2, 3, 4, 0, 0, 4, i
5. C[C@H](O)C#Cc1ccc2c(c1)O[C@@H](CN(C)C(=O)c1ccncc1)[C@@H](C)CN([C@H](C)CO)S2(=O)=O
→ 0.9, -3, -8, -1, 2, 0, -12, -13, i
6. COCCOC(=O)C1=C(C)NC2=C(C(=O)CCC2)C1c1ccc(N(C)C)cc1 (configuration not stated)
→ 0.9, -3, -4, -3, 18, -5, 1, -2, i
7. CC(C)(C)NC(=O)C(c1cccc2ccccc12)n1c(=O)c(-c2ccco2)nc2ccccc21 (configuration not stated)
→ -0.3, ., ., -9, 2, ., -74, ., i
8. CC(=O)N1c2c(cc(Br)cc2S(=O)(=O)N2CCN(c3ccccn3)CC2)CC1C (configuration not stated)
→ -0.4, -2, 11, -12, -6, -3, -3, 0, i
9. COc1ccccc1C(=O)Nc1ccc(S(=O)(=O)N2CCc3ccccc32)cc1
→ 3.0, -3, 51*, 1, 14, 2, -8, 2, i
10. O=C(C[n+]1ccc(C(=O)NCc2ccccc2)cc1)c1ccc(OC(F)F)cc1
→ -0.6, -4, -3, -4, -1, 1, 3, 1, i
11. CC(=O)NC1CC2CCCC(C1)N2Cc1ccc(C)cc1 (configuration not stated)
→ -1.6, -2, -4, 2, 9, 1, 5, 9, i
12. Cc1ccc(OCc2cc(C(=O)NCc3ccc(OC(F)(F)F)cc3)no2)cn1
→ 0.3, -1, 5, 2, 14, 2, 15, -9, i
13. COc1ccccc1NC(=O)Nc1nnc(Cc2ccccc2F)s1
→ 0.3, -1, -1, 3, 4, 1, -4, 8, i
14. CSc1ncccc1C(=O)Nc1ncc(C)s1
→ 0.1, -3, -6, 10, 13, -3, -7, -5, i
15. O=C(N/N=C/c1ccc(F)cc1)c1sccc1OCc1ccc(F)cc1
→ 1.2, 2, 22, 4, -7, 3, 3, 0, i

New compounds follow
Second line of a record: MsrA inhibitor, bovine MsrA act, FAS-TE inh, MT1-MMP act inh, SKN-1 block, Rin1 Abl inh, NRP1-CendR mod, eLon inh, Neddyl block
16. CCOc1ccc(C2=Nn3c(nnc3-c3ccccc3OC)SC2)cc1
→ 0.1, -1, -9, 6, 6, -2, -7, 1, i
17. CC(C)(C)Nc1c(-c2ccc(O)cc2)nc2ccc(Cl)cn12
→ 0.6, -1, -4, -3, 6, 1, -11, 8, i
18. CCN(CCCNC(=O)c1c(C)cc(=O)oc1C)c1ccccc1
→ 3.5, -2, 17, 2, -11, -1, 2, 4, i
19. N#Cc1ccc(C(C(=O)Nc2ccc3c(c2)OCCO3)n2c(=O)c(-c3ccco3)nc3ccccc32)cc1 (configuration not stated)
→ 0.8, ., ., -1, 17, ., -19, ., i
20. CCOc1cccc(/C=N/NC(=O)c2cc(C3CC3)[nH]n2)c1O
→ 3.0, -3, -3, 3, 6, -8, 7, -1, i
21. COCCNc1nc(NCc2ccccc2)c2cnn(C)c2n1
→ 1.4, -5, -9, -1, 13, 3, 14, -1, i
22. Cc1ccc(C2C=C(c3ccccc3)Nc3ncnn32)cc1 (configuration not stated)
→ 0.2, -5, 1, -13, 1, -5, 5, 9, .
23. O=C(NC1CC1)c1ccc(NC(=O)C2CCCC2)cc1
→ -0.9, 3, -5, 5, -9, -3, 2, -8, i
24. C[C@H](NC(=O)C1CCN(S(=O)(=O)c2ccccc2)CC1)C(=O)NCc1ccccc1
→ -0.7, -1, -6, -2, 12, -1, -1, -6, i
25. CCN(CC)CCCn1c2c(c(SCC(=O)Nc3ccc(C)c(F)c3)nc1=O)CCC2
→ 0.6, -3, -2, -4, 4, -2, 2, -9, i
26. c1ccc(CNc2nc(-c3cccnc3)cs2)cc1
→ 0.1, -4, -5, -2, 2, 0, -1, 13, i
27. CC(C)(C)n1nnnc1C(c1cccnc1)N1CCN(C2CCCCC2)CC1 (configuration not stated)
→ 1.4, 0, -4, -3, 8, -2, -4, -7, i
28. CC(=O)N1CCc2cc(Br)cc(S(=O)(=O)N3CCc4ccccc43)c21
→ -1.2, -1, 16, 2, -4, -1, 14, -4, i
29. Cc1ccc(NC(=O)c2cncc(Br)c2)c(O)c1
→ -0.6, -2, -1, -10, 9, 3, 9, 1, i
30. Cc1cc(Br)ccc1NC(=O)c1ccco1
→ 0.2, -3, -4, -2, 18, 1, 8, 1, i

Following part
Second line of a record: MsrA inhibitor, bovine MsrA act, FAS-TE inh, MT1-MMP act inh, SKN-1 block, Rin1 Abl inh, NRP1-CendR mod, eLon inh, Neddyl block
31. Cc1c(NC(=O)CSc2nnc(Nc3ccccc3)s2)c(=O)n(-c2ccccc2)n1C
→ 1.1, -4, -8, 1, 10, -1, -5, 1, i
32. O=C1Nc2ccccc2C1=Nc1ccc(S(=O)(=O)Nc2nccs2)cc1
→ 0.0, -12, 2, 2, -9, 1, -5, 13, i
33. CC(=O)N1CCN(C(=O)c2ccc3oc(CCCc4ccccc4)nc3c2)CC1
→ 0.3, -2, -9, -1, -2, 2, 6, -3, i
34. Cc1ccc(NC(=O)Nc2nnc(-c3ccncc3)s2)cc1C
→ 0.5, 0, 2, -17, 1, 1, -9, 4, i
35. O=C(Nc1nnc(S(=O)(=O)N2CCN(c3ccc(F)cc3)CC2)s1)c1ccco1
→ -0.1, -3, 4, -2, 9, 3, -4, 0, i
36. COc1ccc(CCNC(=O)C2=COCCO2)cc1
→ -0.2, -2, -6, 4, 2, -2, 2, 1, i
37. O=C(Nc1nc2c(s1)CN(Cc1ccccc1)CC2)c1c(F)cccc1F
→ -0.8, -2, -21, -11, 11, -2, -99, -13, i
38. C=CCn1c(-c2ccccc2OC)n[nH]c1=S
→ -0.6, 1, -10, 3, -1, 1, -12, -16, i
39. CC(C)(C)C(=O)COC(=O)c1cc2ccccc2cc1O
→ -0.8, 2, 1, -1, 5, 2, 5, -6, i
40. CCCCNC(=O)CCCCCNS(=O)(=O)c1ccc(OC)cc1
→ -0.1, -11, -10, -1, -9, -2, -3, 8, i
41. Cc1cc(NC(=O)CSCC(=O)N(C)Cc2c(F)cccc2Cl)no1
→ -0.7, 2, -5, 0, 3, 0, -12, -1, i
42. Cc1nn(-c2ccccc2)c(Cl)c1C1C(C#N)=C(N)OC2=C1C(=O)CCC2 (configuration not stated)
→ 1.7, -2, -6, 0, -9, -2, -9, 8, i
43. CCOc1cccc(NC(=O)/C(C#N)=C\c2cn(CC(=O)O)c3ccccc23)c1
→ 0.8, -1, 2, -4, 1, -2, -33, -10, i
44. O=C(NN(c1ccccc1)c1ccccc1)c1ccccc1F
→ 1.0, -2, 2, -1, 9, 2, 7, 6, i
45. COCCNc1nnc(SCC(=O)NC(=O)c2ccccc2)s1
→ -0.2, -1, -4, -4, 0, 3, 22, -9, i

(further entries)
Second line of a record: MsrA inhibitor, bovine MsrA act, FAS-TE inh, MT1-MMP act inh, SKN-1 block, Rin1 Abl inh, NRP1-CendR mod, eLon inh, Neddyl block
46. C=CCOc1c(CNc2nccs2)cccc1OCC
→ 0.1, -1, -10, -4, 13, -1, -14, -10, i
47. CCOC(=O)C1=CN(Cc2cccc(F)c2)S(=O)(=O)N(C)C1c1ccc2ccccc2c1 (configuration not stated)
→ -0.7, -2, 20, -2, -8, -1, -7, -5, i
48. COc1ccc(/C=N/NC(=O)CO/N=C(\C)c2cccs2)cc1
→ -0.8, -10, -3, 3, -3, 1, 8, -9, i
49. O=C(NCCc1ccc(C(F)(F)F)cc1)C1CCC(=O)N(CCCN2CCCC2=O)C1 (configuration not stated)
→ 0.1, -4, -5, 3, 6, -1, -1, -4, i
50. CCCOC(=O)c1[nH]c2c(c1C)C(=O)CC(c1cccs1)C2 (configuration not stated)
→ 0.6, 0, -4, 9, -7, 1, 1, -1, i
51. Cc1ccc(C)c(N2CCN(C(=O)CCNS(=O)(=O)c3ccc4c(c3)oc(=O)n4C)CC2)c1
→ -0.1, -1, 3, -1, 27, 3, -5, -9, i
52. CCC1=C(OC(=O)N(CC)CC)N2C(=O)OC(=NCC(=O)OC)[C@]2(C)[C@H]2C1=CC[C@H]1C(=O)N(C)C(=O)[C@H]12
→ 0.6, -2, -8, 0, 16, -2, 4, 2, i
53. COc1ccc(C2=NNC(=O)CC2)cc1
→ 0.5, -12, -12, 8, -9, 1, -4, 3, i
54. O=C(COc1ccc(Cl)cc1)N1CCN(c2cccc(C(F)(F)F)c2)CC1
→ 1.3, -3, 21, 5, -7, -2, -4, 10, i
55. Cc1ccc2c(c1C)C(=O)C(=O)N2
→ 0.6, -2, -10, 0, -2, -8, 14, -14, i
56. COc1ccc2nc(NC(=O)Nc3ccccc3OC)sc2c1
→ -1.7, 4, 11, -4, 15, 2, 16, -6, i
57. O=C(Nc1sc2c(c1C(=O)O)CCC2)c1ccc(F)cc1
→ 1.8, 2, 0, 3, 5, 2, 1, -1, i
58. CC1(C)C2CCC(C2)C1(C)NC(=O)CN1CCN(Cc2ccccc2)CC1 (configuration not stated)
→ 2.7, 6, 0, 1, -5, -1, -3, 0, i
59. O=C(COc1cc2oc(=O)c3c(c2cc1Cl)CCCC3)NCc1cccnc1
→ 0.1, 0, 4, 2, 3, 0, -4, 1, i
60. Cc1ccc(CN=C(Nc2ccccc2)NC2CCCCC2)cc1
→ 0.3, -3, -3, -1, 1, 0, 3, -3, i

3 entries from above, screen by screen:
31: Cc1c(NC(=O)CSc2nnc(Nc3ccccc3)s2)c(=O)n(-c2ccccc2)n1C
52: CCC1=C(OC(=O)N(CC)CC)N2C(=O)OC(=NCC(=O)OC)[C@]2(C)[C@H]2C1=CC[C@H]1C(=O)N(C)C(=O)[C@H]12
27: CC(C)(C)n1nnnc1C(c1cccnc1)N1CCN(C2CCCCC2)CC1 (configuration not stated)
compound no. | 31 | 52 | 27
MsrA inhibitor | 1.1 | 0.6 | 1.4
bovine MsrA act | -4 | -2 | 0
FAS-TE inh | -8 | -8 | -4
MT1-MMP act inh | 1 | 0 | -3
SKN-1 block | 10 | 16 | 8
Rin1 Abl inh | -1 | -2 | -2
NRP1-CendR mod | -5 | 4 | -4
eLon inh | 1 | 2 | -7
Neddyl block | i | i | i

Later entries:
Second line of a record: MsrA inhibitor, bovine MsrA act, FAS-TE inh, MT1-MMP act inh, SKN-1 block, Rin1 Abl inh, NRP1-CendR mod, eLon inh, Neddyl block
61. COc1ccc(-n2c(Cc3cc(=O)[nH]c(=O)[nH]3)nnc2SCC(=O)Nc2cc(C(F)(F)F)ccc2Cl)cc1
→ -0.6, -2, -3, 0, -8, 0, -5, -6, i
62. COCCN(C(=O)CSc1ccc2c(c1)OCCO2)c1c(N)n(CC(C)C)c(=O)[nH]c1=O
→ 0.3, -4, -8, 0, 7, 3, 16, -2, i
63. CCc1cc2c(N3CCN(c4ccccc4)CC3)ncnc2s1
→ 0.5, -1, 13, -3, -8, 0, -17, -18, i
64. O=C(NCCc1csc(-c2ccccc2)n1)c1ccccc1F
→ 3.0, -5, 4, -1, 2, 1, -12, -6, i
65. CC(C)Cc1nc(SCC(=O)N2CC(C)OC(C)C2)c2c(=O)n(C)c(=O)n(C)c2n1 (configuration not stated)
→ -0.7, -8, -1, -4, -22, 6, -10, 8, i

Bioassay records deposited in PubChem BioAssay by several laboratories.
